Polio RdRp inh – poliovirus RdRp elongation inhibitors, primary screen, biochemical, fluorescence polarization, total intensity; % elongation, % (compound at 16.7 µg/mL); poliovirus polymerase elongation; stronger effect = lower value; Genome polyprotein (Poliovirus type 1 (strain Mahoney)), P03300; 0.66% of 150,000 active; in the data active = % elongation below about 90%; also: some results filed as inactive read as strong as hits
Target sequence (P03300 1749-2209 limits assumed): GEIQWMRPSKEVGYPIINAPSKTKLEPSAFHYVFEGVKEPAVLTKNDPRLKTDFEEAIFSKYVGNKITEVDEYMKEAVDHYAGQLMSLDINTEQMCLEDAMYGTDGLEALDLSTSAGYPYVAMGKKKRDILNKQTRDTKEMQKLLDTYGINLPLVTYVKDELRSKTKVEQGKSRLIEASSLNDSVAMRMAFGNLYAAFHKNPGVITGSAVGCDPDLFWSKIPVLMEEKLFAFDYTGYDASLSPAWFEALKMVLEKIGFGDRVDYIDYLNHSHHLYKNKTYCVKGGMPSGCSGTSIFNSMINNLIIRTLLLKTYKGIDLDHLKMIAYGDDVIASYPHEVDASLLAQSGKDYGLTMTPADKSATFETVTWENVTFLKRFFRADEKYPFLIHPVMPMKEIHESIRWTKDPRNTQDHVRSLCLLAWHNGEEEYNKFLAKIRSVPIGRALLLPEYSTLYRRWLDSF
Polio RdRp inh FP z-score – also measured in Polio RdRp inh; calls as there; z-score; measured here: FP z-score; hits read low
* = called active by the depositor. Only part of the results is shown, so the mix of outcomes need not match the whole.

compound	Polio RdRp inh	Polio RdRp inh FP z-score
Cc1nn(CC(=O)NCc2ccc(N(C)C)cc2)c(=O)c2nn(-c3ccccc3)c(C)c12	116	1.6
O=C(NCc1ccco1)C(c1ccccc1)c1ccccc1	111	1
COc1ccccc1NC(=O)n1ncc2c(C)cccc21	110	0.6
Cc1cc(N2C(=O)Nc3ccccc3N2O)no1	101	-0.6
CCOC(=O)C1CCN(C(=O)c2sc(-c3ccc4c(c3)CCO4)nc2C)CC1	107	0.4
CCN(CC)c1ccc(C=C2C(=O)c3ccccc3C2=O)c(OC)c1	132	4.7
Cc1c(C(=O)Nc2ccccc2)sc2nc(-c3cc4cc(Cl)ccc4oc3=O)[nH]c(=O)c12	104	-0.4
O=C(CSc1nnc2ccccn12)NC(=O)Cc1ccccc1	103	-0.2
COc1ccc(Cl)cc1NC(=O)/C=C/c1cccs1	103	0.5
COc1cc(-c2nnc(COC(=O)[C@H](C(C)C)N3C(=O)c4ccccc4C3=O)o2)cc(OC)c1OC	110	0.7
CN(C(=O)CSc1nc(N)c(NC(=O)c2ccccc2)c(=O)[nH]1)c1ccccc1	99	-0.6
CC(CCc1ccccc1)NC(=O)CSc1ccccn1 (stereo not given)	100	-0.5
Cn1c(=O)[nH]c(=O)c2c1[nH]c(=S)n2CC(O)COc1ccc2ccccc2c1 (stereo not given)	92	-1.1
Cc1ccc(C)c(CNC(=O)c2nc3c(nnn3CC3CCCO3)c(=O)[nH]2)c1 (stereo not given)	101	0.3
CN(c1nnc(NC(=O)Nc2ccc(Br)cc2)s1)C1CCCCC1	109	0.3
OCc1nc(-c2ccc(Cl)cc2)n2ccccc12	105	0.3
O=C(N=Nc1[nH]c2ccccc2c1O)c1ccc(Cl)cc1	99	-1.1
Cc1ccc(N2C(=O)CC(N3CCN(c4nc(C)cc(C)n4)CC3)C2=O)cc1 (stereo not given)	106	2
NCCc1ccc(S(N)(=O)=O)cc1	104	0.3
CC(=O)Nc1ccc(C(=O)OCC(=O)Nc2ccc(F)c(F)c2)cc1	99	-1.3
COc1ccc(CCN(C)C(=O)C2CCCN(Cc3ccc(OC)c(OC)c3)C2)cc1OC (stereo not given)	103	0.3
Clc1ccc2nc(N3CCCCC3)[nH]c2c1	105	1.1
CCOc1ccc(OCC)c(NC(=O)c2nnn(CC(=O)Nc3cc(Cl)ccc3OC)c2N)c1	112	0.9
CN1C(=O)C(Cc2ccccc2)NC1=S (stereo not given)	103	0.6
Cc1ccc(Nc2c(-c3ccc(C)s3)nc3ccccn23)cc1	110	0.9

Reprinted from the part before: five entries; new compounds follow.
compound	Polio RdRp inh	Polio RdRp inh FP z-score
COc1ccc(CCN(C)C(=O)C2CCCN(Cc3ccc(OC)c(OC)c3)C2)cc1OC (stereo not given)	103	0.3
Clc1ccc2nc(N3CCCCC3)[nH]c2c1	105	1.1
CCOc1ccc(OCC)c(NC(=O)c2nnn(CC(=O)Nc3cc(Cl)ccc3OC)c2N)c1	112	0.9
CN1C(=O)C(Cc2ccccc2)NC1=S (stereo not given)	103	0.6
Cc1ccc(Nc2c(-c3ccc(C)s3)nc3ccccn23)cc1	110	0.9
CCCCN(Cc1ccccc1)S(=O)(=O)c1ccc2c(c1)oc(=O)n2CC(=O)OCC	102	0.1
COc1ccc(OC)c(NC(=O)c2c(NCc3ccc(C)o3)sc3c2CCCCC3)c1	109	0.8
O=C(CCCc1c[nH]c2ccccc12)N1CCN(S(=O)(=O)Cc2ccccc2)CC1	95	-0.6
Cc1cc(C)c(S(=O)(=O)NCC(c2cccs2)S(=O)(=O)c2ccccc2)c(C)c1 (stereo not given)	106	0.1
Cc1c(C(=O)N2CCCCC2)c(S(=O)(=O)NCc2ccc(N(C)C)cc2)c(C)n1C	115	2.4
COc1cccc(-c2nc(-c3cccs3)c(-c3cccs3)[nH]2)c1	103	0.3
NC(=O)CSc1n[nH]c(-c2ccco2)n1	101	-0.3
Cc1sc2nc(CN(CCc3ccccc3)C(=O)c3ccco3)[nH]c(=O)c2c1C	101	-0.3
Cc1nc2ccc(S(=O)(=O)N(CC(=O)Nc3cccc(Cl)c3)Cc3ccccc3)cc2s1	105	-0.2
O=c1cc(OCc2ccccc2)c2ccccc2[nH]1	102	0.1
COc1ccc(/C=C/C(=O)Nc2ccc(Cl)cc2Cl)cc1	106	0.4
CCCNC(=O)C1CCN(Cc2nc(-c3ccc(OC)c(OC)c3)oc2C)CC1	100	-0.4
CSc1nc2c(sc3ccccc32)c(=O)n1Cc1ccc(C)cc1	107	0
O=c1[nH]nc(SCc2cc(Cl)cc3c2OCOC3)n1CC1CCCO1 (stereo not given)	103	0
O=C(C1CNc2ccccc2O1)N1CCOCC1 (stereo not given)	101	-0.2
NS(=O)(=O)c1ccc(CNC(=O)c2cc(=O)c3ccccc3o2)cc1	100	-0.1
COc1cc(OC)c(OC)cc1CNCCSc1nnnn1-c1ccccc1	106	-0.1
COc1ccc(C)cc1NC(=O)N1CCN(S(C)(=O)=O)CC1	102	1.1
O=C(NCc1ccccc1)NCc1c(-n2cccc2)sc2c1CCCC2	103	-0.4
CC1CCN(C(=O)c2ccc3c(c2)nnn3C)CC1	101	-0.1
CCOc1ccc(NC(=O)Cn2c(Nc3ccc(OCC)cc3)nc3c2c(=O)[nH]c(=O)n3C)cc1	104	0.6
O=S(=O)(NCC(Sc1nnnn1-c1ccccc1)c1ccccc1)c1ccc(Cl)s1 (stereo not given)	104	0.2
O=C(NCc1ccncc1)c1cccc(Nc2nc3ccccc3n3nnnc23)c1	103	0.4
C=CCN1C(=O)/C(=C\c2ccccc2)C(C(=O)OC)=C1C	101	-0.1
Nc1cccc2c1C(=O)N(C(=O)C1CCCN1C(=O)c1cccs1)C2=O (stereo not given)	100	-0.1

3 entries from above, sorted by molar mass, low to high.
compound	Polio RdRp inh	Polio RdRp inh FP z-score
COc1ccc(/C=C/C(=O)Nc2ccc(Cl)cc2Cl)cc1	106	0.4
CCCCN(Cc1ccccc1)S(=O)(=O)c1ccc2c(c1)oc(=O)n2CC(=O)OCC	102	0.1
CCOc1ccc(NC(=O)Cn2c(Nc3ccc(OCC)cc3)nc3c2c(=O)[nH]c(=O)n3C)cc1	104	0.6

The list continues:
compound	Polio RdRp inh	Polio RdRp inh FP z-score
CCN1CCN(c2cc3c(cc2F)c(=O)c(S(=O)(=O)c2cc(C)cc(C)c2)cn3CC)CC1	111	0.8
Cc1ccc(CNC(=O)c2ccc3c(=O)n(-c4ccccc4)c(=O)[nH]c3c2)cc1	110	1.4
COc1cc(CNCCSc2nnnn2C)ccc1OCc1ccc(Cl)cc1Cl	103	-0.6
NC(=S)NNc1ccc(F)cc1	101	0
N#CCn1c(=O)oc2ccccc21	99	-0.3
O=C(N/N=C/c1sc(Nc2ccccc2)nc1Cl)C1CC1	63	-4.9
COc1cccc(CNC(=O)c2nn(-c3ccc(C)cc3)c(=O)c3c2c2ccccc2n3C)c1	100	-0.6
COc1ccc(C(=O)OCC(=O)c2ccc(C)cc2)cc1OC	103	0.7
Cc1cccc(OCCOC(=O)c2ccc(O)cc2)c1	103	0.3
O=C1CCCc2cc(S(=O)(=O)NCC3CCN(Cc4cccc(F)c4)CC3)ccc2N1	97	-2.9
Cc1cc(C)n(C(C)C(=O)Nc2ccccc2C)c(=O)n1 (stereo not given)	101	-0.1
CC1=C(C)CC(C(=O)c2ccc(C)cc2)C(C(=O)O)C1 (stereo not given)	99	-0.6
O=C(CC(NCc1cccnc1)C(=O)O)Nc1ccc(F)cc1 (stereo not given)	106	0.2
COc1cccc(-n2cc(C(=O)N(C)c3ccccc3)c3ccccc3c2=O)c1	103	0.1
CNNC(=S)Nc1ccc(Cl)cc1	101	0
C=CCSc1nc2sc3c(c2c(=O)[nH]1)CC(C)(C)OC3	103	0.4
O=C(Cc1cccc(C(F)(F)F)c1)Nc1nccs1	111	1
Fc1ccccc1CNC1CC1	104	0.8
S=C(SCSc1nc2ccccc2s1)N1CCCCC1	100	-0.4
COC(=O)c1sccc1S(=O)(=O)N(CC(=O)Nc1cccc(C)c1C)c1ccc(C)c(C)c1	107	0.3
Cc1ccc(S(=O)(=O)C(CNS(=O)(=O)c2ccc(F)c(C)c2)c2cccs2)cc1 (stereo not given)	106	0.1
N/C(=N\OC(=O)CC1CCCCC1)c1ccccc1	100	0
COc1cccc(C(c2sc3nc(-c4ccco4)nn3c2O)N2CCC(O)CC2)c1 (stereo not given)	111	1.1
Cc1ccc(-n2nc(C)c(C(=O)N(Cc3ccccc3)C(C)C)c2-n2cccc2)cc1	101	-0.9
CCCNC(=O)NNc1cccc(C)c1	98	-1.1

Continuation.
compound	Polio RdRp inh	Polio RdRp inh FP z-score
O=C(CSc1nc2c(c(C(F)(F)F)n1)CCc1ccccc1-2)N1CCCC1	104	0.7
COc1ccc(CN(CCCN)CCC2(c3ccccc3)CC(C)N(C)CC2C)cc1OC (stereo not given)	93	-0.7
Cc1ccc(NC(=O)NCCOCCn2c(=O)oc3ccccc32)cc1C	103	-0.8
c1ccc2c(c1)nnn2CNCn1nnc2ccccc21	100	0.1
Cc1ccc(NC(=O)Cn2c(=O)n(CCCCC(=O)NCCc3ccc(Cl)cc3)c(=O)c3ccccc32)cc1	113	2
CCOc1ccccc1-n1nnnc1SCC(=O)c1ccc(CNC(C)=O)o1	103	0.1
COC(=O)c1ccc(COC(=O)c2cc(C)oc2C)cc1	101	-0.2
CC(C)(C)NC(=O)/C=C/c1c(Cl)nc2sccn12	98	-0.4
CCC(C)NC(=O)c1cc(-c2ccc(F)cc2)no1 (stereo not given)	102	0.3
COc1c(C)cc(S(=O)(=O)NCCc2c(C)[nH]c3ccccc23)c(C)c1C	105	0.2
COC(=O)C(NC(=O)c1cn(-c2ccccc2)nc1-c1ccc(Cl)cc1)C(C)C (stereo not given)	100	-1
O=C(c1ccc2c(Cl)c3c(nc2c1)CCCC3)N1CCN(c2cccc(Cl)c2)CC1	110	0.7
CCc1ccccc1NC(=O)c1cc(S(=O)(=O)NCCc2ccc(OC)c(OC)c2)ccc1F	117	2
COC(=O)C1=CN(CC(C)C)C=C(C(=O)OC)C1c1cccc(F)c1	103	0.6
CC(C)(C)c1cc(C(=O)CCN2CCCCC2)cc(C(C)(C)C)c1O	103	0.3
Cc1cc(C)cc(NC(=O)C2CCCN(c3nnc(C)c4c(C)n(-c5ccccc5)nc34)C2)c1 (stereo not given)	105	-0.2
Cn1c(=O)oc2cc(S(=O)(=O)N3CCC(C(=O)NCc4ccccc4Cl)CC3)ccc21	108	0.2
Oc1c(C(c2ccncc2)N2CCCC2)ccc2cccnc12 (stereo not given)	106	0.7
CC(C)OC(=O)c1ccc(NC(=O)CSc2nc(-c3cccs3)cc(C(F)(F)F)n2)cc1	102	-0.4
CCn1cc(S(=O)(=O)c2cccc(Cl)c2)c(=O)c2cc(F)c(N3CCN(c4ccccc4)CC3)cc21	112	1.1
CC(C)c1ccc(C(C)(C)CO)cc1	107	0.4
N#Cc1ccccc1CSc1ncccc1C(=O)O	108	0.6
Cc1ccc(-n2nc3ccc(NC(=S)NC(=O)c4cc5ccccc5o4)cc3n2)cc1Cl	103	0.2
CC(C)(CO)NC(=O)c1sc2ccccc2c1Cl	104	0.6
CCCc1nc(SC)ncc1C(=O)Nc1ccc(Cl)cc1C(=O)c1ccccc1	111	1

New compounds follow:
compound	Polio RdRp inh	Polio RdRp inh FP z-score
CN1/C(=C2/S/C(=N\c3ncn[nH]3)N(Cc3ccccc3)C2=O)Sc2ccccc21	102	0.1
CCN1CCN(C(=O)c2cccc(Nc3nc4ccccc4n4nnnc34)c2)CC1	104	0.6
CCc1cc(=O)oc2c(C)c(OCC(N)=O)ccc12	102	0.1
C/C(=N\N)c1cccs1	101	-0.1
COc1ccc(-n2nc(C(=O)Nc3ccc(Cl)cn3)c3c4ccccc4n(C)c3c2=O)cc1Cl	106	0.3
COC(=O)c1ccc(C(=O)OC)c(NC(=O)c2c(-c3ccccc3)c(-c3ccccc3)nn(C)c2=O)c1	110	1.1
CC1=C(C(=O)N2CCCCC2)C2(CCCCC2)OC1=O	101	-0.2
C=CCN(CC=C)C(=O)CSc1nnc(N)s1	104	0.9
CC(=O)N1c2ccccc2C(=O)C1NC(N)=S (stereo not given)	102	0.2
CC(C)(C)C(=O)NC1CCN(S(=O)(=O)c2ccc(C(F)(F)F)cc2)CC1	101	-0.3
Cc1cn2c(=O)c(S(=O)(=O)NCCc3ccc(Cl)cc3)c(C)nc2s1	108	0.3
COc1cccc(-n2c(C)c3c(OC)cccc(=O)c3c2C)c1	99	-0.7
COc1cc(OC)cc(C(=O)Nc2ccc(S(=O)(=O)Nc3cc(C)nc(C)n3)cc2)c1	109	1.3
COc1ccc(-c2nc(CS(=O)(=O)CC(=O)NCc3ccccc3Br)c(C)o2)cc1	111	0.2
CC(C)(C)c1cc(CN2CCOCC2)c(C(=O)O)o1	99	-0.6
O=C(CSC1=NCCS1)Nc1ccc(Cl)cn1	97	-0.3
c1ccc(N(c2ccccc2)c2nc(N3CCCCC3)nc(N3CCOCC3)n2)cc1	100	-0.3
Cc1ccc2c(c1)c1c(c(=O)n(Cc3ccccc3)c(=O)n1Cc1cccc(C(F)(F)F)c1)n2C	113	1.2
O=C(CSc1ncccn1)NC1CCCc2ccccc21 (stereo not given)	105	0.4
C=CCNc1nc(C(C)C)nc2c1nnn2Cc1ccccc1	102	0.1
Cn1nc(C(=O)Nc2cccnc2)c2c1-c1ccccc1SC2	105	0.7
CN1C(=O)N(C)C(=O)C(CC(=O)N2CCCCC2)(CC(=O)N2CCCCC2)C1=O	101	-0.2
Cc1noc2ncn(CC(=O)NC3CC3)c(=O)c12	98	-0.9
Cc1cc(C)cc(C(=O)N2CC(=O)Nc3ccc(C)cc3C2c2ccccc2)c1 (stereo not given)	106	0.4
